IL-1B inflam inh = inhibitors of inflammasome signaling (IL-1 beta secretion). THP-1 LPS/ATP IL-1B secretion, AlphaLISA, 16 h; hits give low values. activity change, % at 57.5 µM. hit rate 4.7% among 360,000. AID 743279; in the data active = activity change below about -50%; inconclusive = mostly about -30% to -49%; note: % is set by controls: 0 for no effect and ±100 for the full control effect
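Secreted IL-1B measured by AlphaLISA bead assay after 16 h compound exposure of THP-1 cells; compounds (final up to 57.5 uM) added 1 h before LPS (250 ng/mL) and ATP (1.25 mM) stimulation; lower signal means less secretion.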
HT1080NT lethal = kills 2HG-producing HT-1080-NT fibrosarcoma cells | HT-1080-NT fibrosarcoma viability, CellTiter-Glo ATP luminescence, 48 h | Potency, µM (titrated, usually from 46.1 µM), inactives show at the highest dose activity, negative = less viability, usual class: cytotoxic | hit rate 1.6% among 360,000;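 note: NT is the 2HG producing partner of a matched IDH1 knockdown line; potency is the fitted concentration of half-maximal effect; 0% = DMSO-treated cells and -100% = media-only wells without cells; nearly all actives have a fitted effect of over 55% in size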
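Fibrosarcoma NT cells, 750 per well in 5% FBS RPMI, were exposed to compound for 48 hours. Viability: CellTiter-Glo luminescence.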
SW480 rerep = induces DNA re-replication in SW480 colon adenocarcinoma cells. Potency, µM (doses to about 46.1 µM), without a hit: at the top dose re-replication activation, usual class: activators. hit rate 1.8% among 340,000. SW480 DNA re-replication, Hoechst DNA content imaging, 48 h; note: potency is the fitted concentration of half-maximal effect; % of control where 0% means no effect; nearly all actives have a fitted effect of over 55% in size
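First, 250 cells per well were seeded. Next, compound or vehicle (23 nL) was pinned in, plates sat 48 hr at 37 C. Finally Hoechst was added for 40 min before fluorescence scanning.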
GLP-1R agonist = agonists of human GLP-1 receptor. Potency, µM (titrated, usually from 45.6 µM), inactives show at the highest dose activation, actives largely listed as activators. hit rate 0.007% among 380,000. P43220. HEK293 GLP-1R CRE-luciferase, luminescence, 4-6 h; cells express a hypersensitive GLP-1R form; note: potency is the fitted concentration of half-maximal effect; % of control where 0% means no effect
Target sequence (P43220 whole entry, looked up): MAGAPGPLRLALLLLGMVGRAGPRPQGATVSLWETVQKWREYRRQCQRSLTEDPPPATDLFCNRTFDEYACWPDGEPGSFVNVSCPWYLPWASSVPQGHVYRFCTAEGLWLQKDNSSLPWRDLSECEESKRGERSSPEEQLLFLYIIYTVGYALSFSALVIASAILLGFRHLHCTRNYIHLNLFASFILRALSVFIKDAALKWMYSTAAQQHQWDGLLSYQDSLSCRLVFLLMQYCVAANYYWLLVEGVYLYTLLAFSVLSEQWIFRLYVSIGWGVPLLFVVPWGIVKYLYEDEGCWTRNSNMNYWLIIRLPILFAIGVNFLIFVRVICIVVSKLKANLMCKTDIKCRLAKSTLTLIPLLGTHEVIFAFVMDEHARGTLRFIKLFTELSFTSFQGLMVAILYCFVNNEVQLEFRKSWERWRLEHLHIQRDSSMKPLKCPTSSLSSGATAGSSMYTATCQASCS
D3 ag = activates the human D3 dopamine receptor; AID 652048; hit rate 0.58% among 410,000; max activation, %; D3R DiscoveRx beta-arrestin cells, luminescence, 90 min; in the data active = max activation above about 30%; note: 0% is about no effect; mostly tested at two doses, the higher about 12 µM
Target sequence (P35462 whole entry, looked up): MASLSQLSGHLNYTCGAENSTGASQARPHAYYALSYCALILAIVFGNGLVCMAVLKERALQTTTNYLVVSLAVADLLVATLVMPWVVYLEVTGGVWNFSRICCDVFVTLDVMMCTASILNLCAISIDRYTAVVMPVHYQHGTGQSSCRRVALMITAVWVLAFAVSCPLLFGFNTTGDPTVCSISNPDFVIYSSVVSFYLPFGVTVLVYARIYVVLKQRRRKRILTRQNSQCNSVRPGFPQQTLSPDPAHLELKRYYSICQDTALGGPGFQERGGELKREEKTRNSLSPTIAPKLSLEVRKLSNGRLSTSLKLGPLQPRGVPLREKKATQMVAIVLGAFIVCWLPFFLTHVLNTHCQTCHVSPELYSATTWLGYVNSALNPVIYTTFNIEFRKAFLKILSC
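Cells at 1500/well, incubated overnight, then treated with pinned compounds (dopamine as control) for 90 min at 37 degrees C. DiscoveRx reagent added for 30 - 60 minutes at room temperature; luminescence read.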
DRD3 antagonist = D3 dopamine receptor (human) antagonism. P35462. max response, negative = inhibition, %. D3R cells, DiscoveRx beta-arrestin luminescence, antagonist mode; hits give low values. AID 652054. hit rate 2.5% among 360,000; in the data active = max response below about -50%; inconclusive = no clear call, values can overlap the other calls; note: % is set by controls: 0 for no effect and ±100 for the full control effect; mostly tested at two doses, the higher about 12 µM
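Cells expressing the human receptor were seeded at 1500 cells/well, incubated overnight at 37 degrees C in 5% CO2, then exposed to library compounds with dopamine controls for 90 minutes at 37 degrees C before luminescent detection.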
HT1080 IDH1KD tx = HT-1080 IDH1 knockdown cell toxicity (counter line); HT-1080 IDH1 knockdown viability, ATP luminescence, 48 h; Potency, µM (series often up to 46.1 µM), without a hit: at the highest dose activity, negative = toxicity, actives largely listed as cytotoxic; hit rate 2% among 360,000; AID 686971;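 note: potency is the fitted concentration of half-maximal effect; 0% = DMSO wells and -100% = cell-free medium wells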
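Luminescent ATP read-out (CellTiter-Glo, 10 min at room temperature) after 48 h compound exposure at 37 °C gave viability of IDH1-knockdown HT-1080 cells. Activity was normalised to DMSO and cell-free wells, then fitted as concentration-response curves.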
KB-V1 cytotox = KB-V1 MDR subline cytotoxicity; KB-V1 MDR cells viability, CellTiter-Glo, 72 h; Potency, µM (top dose mostly 46.1 µM), for inactives: at the highest dose activity change, negative = cytotoxicity, actives largely listed as cytotoxic; hit rate 3.4% among 400,000; AID 1347076; note: potency is the fitted concentration of half-maximal effect; % is set by controls: 0 for no effect and ±100 for the full control effect; nearly all actives have a fitted effect of over 60% in size
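Potencies derive from concentration-effect curves fitted to normalized luminescence (CellTiter-Glo) of KB-V1 cells treated for 72 h at 37 degrees C in phenol-red-free DMEM containing 10% FBS.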
KB-3-1 cytotox = kills parental KB-3-1 adenocarcinoma cells | KB-3-1 viability, CellTiter-Glo ATP luminescence, 72 h | hit rate 1.4% among 400,000 | Potency, µM (doses to about 46.1 µM), for inactives: top-dose activity change, negative = cytotoxic, actives largely listed as cytotoxic; note: potency is the fitted concentration of half-maximal effect; % is set by controls: 0 for no effect and ±100 for the full control effect; nearly all actives have a fitted effect of over 60% in size
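Parental KB-3-1 adenocarcinoma cells in phenol-red-free DMEM with 10% FBS were pin-treated with compounds at several concentrations, incubated 72 h at 37 °C, and viability read by CellTiter-Glo luminescence; concentration-effect curves were fitted after normalization.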
* hit, by the source's call; ? = inconclusive; · = not tested or not shown; [ ] = remark or other dose. Unless noted, calls come from the whole dose curve; as a rule, active = well fitted curve in the direction sought with a large enough effect; inconclusive = small, poorly fitted or top-dose-only effect, or another doubt; inactive = no such curve, though single readings can be large; an effect the other way counts as inactive or inconclusive.

Sample of the layout, five compounds:
SMILES	IL-1B inflam inh	HT1080NT lethal	SW480 rerep	GLP-1R agonist	D3 ag	DRD3 antagonist	HT1080 IDH1KD tx	KB-V1 cytotox	KB-3-1 cytotox
O=C(CNc1ccc(F)cc1)N/N=C/C1CC=CCC1 (centres undefined)	-7	-1%	2%	10%	-6	-11	2%	20%	5%
CC1CCCCC1NC(=O)CN1C(=O)c2ccccc2S1(=O)=O (centres undefined)	5	0%	-5%	-1%	-2	-3	9%	?	24%
Cc1ccccc1OCc1nc(-c2cccnc2)no1	-5	2%	1%	6%	-6	-17	26%	12%	?
COc1ccc(C(=O)Cn2nnc(-c3ccccc3-n3cnnn3)n2)cc1	-8	8%	6%	-2%	-2	21	0%	-4%	8%
CC1CCCC(C)N1C(=O)CSc1nnc(COc2ccc(F)cc2)o1 (centres undefined)	-3	-10%	-1%	11%	4	2	-1%	?	-11%

The whole of this part, from the start:
SMILES	IL-1B inflam inh	HT1080NT lethal	SW480 rerep	GLP-1R agonist	D3 ag	DRD3 antagonist	HT1080 IDH1KD tx	KB-V1 cytotox	KB-3-1 cytotox
O=C(CNc1ccc(F)cc1)N/N=C/C1CC=CCC1 (centres undefined)	-7	-1%	2%	10%	-6	-11	2%	20%	5%
CC1CCCCC1NC(=O)CN1C(=O)c2ccccc2S1(=O)=O (centres undefined)	5	0%	-5%	-1%	-2	-3	9%	?	24%
Cc1ccccc1OCc1nc(-c2cccnc2)no1	-5	2%	1%	6%	-6	-17	26%	12%	?
COc1ccc(C(=O)Cn2nnc(-c3ccccc3-n3cnnn3)n2)cc1	-8	8%	6%	-2%	-2	21	0%	-4%	8%
CC1CCCC(C)N1C(=O)CSc1nnc(COc2ccc(F)cc2)o1 (centres undefined)	-3	-10%	-1%	11%	4	2	-1%	?	-11%
Cc1cccc(-c2noc(CN(C)C(=O)COc3ccccc3)n2)c1	35	-2%	27%	6%	-23	-9	-13%	-9%	-15%
O=c1[nH]c2ccccc2cc1-c1nnn(-c2ccc(F)cc2)n1	-2	-2%	8%	-1%	18	1	-10%	0%	?
C[C@@H]1CN([C@@H](C)CO)S(=O)(=O)c2ccc(Br)cc2O[C@H]1CN(C)C(=O)Cc1cccnc1	11	2%	·	1%	5	9	14%	5%	13%
CSCCC(NC(=O)c1ccccc1Cl)C(=O)N1CCN(C(c2ccccc2)c2ccccc2)CC1 (centres undefined)	-6	-3%	13%	-1%	4	3	-10%	·	·
CN(C)c1ccc(-c2cc([C@H]3[C@@H]4C=CCC[C@@]4(C)C(=O)N3Cc3ccccc3)ccc2F)cc1	-15	-16%	-9%[9.22 µM]	1%	-7	-7	-18%	-18%	?

Profiles from above. Screens in order: IL-1B inflam inh	HT1080NT lethal	SW480 rerep	GLP-1R agonist	D3 ag	DRD3 antagonist	HT1080 IDH1KD tx	KB-V1 cytotox	KB-3-1 cytotox
Record of `Cc1ccccc1OCc1nc(-c2cccnc2)no1` = -5	2%	1%	6%	-6	-17	26%	12%	?
Record of `O=c1[nH]c2ccccc2cc1-c1nnn(-c2ccc(F)cc2)n1` = -2	-2%	8%	-1%	18	1	-10%	0%	?
Record of `CSCCC(NC(=O)c1ccccc1Cl)C(=O)N1CCN(C(c2ccccc2)c2ccccc2)CC1` (centres undefined) = -6	-3%	13%	-1%	4	3	-10%	·	·
Record of `O=C(CNc1ccc(F)cc1)N/N=C/C1CC=CCC1` (centres undefined) = -7	-1%	2%	10%	-6	-11	2%	20%	5%
Record of `CC1CCCC(C)N1C(=O)CSc1nnc(COc2ccc(F)cc2)o1` (centres undefined) = -3	-10%	-1%	11%	4	2	-1%	?	-11%

Further compounds
SMILES	IL-1B inflam inh	HT1080NT lethal	SW480 rerep	GLP-1R agonist	D3 ag	DRD3 antagonist	HT1080 IDH1KD tx	KB-V1 cytotox	KB-3-1 cytotox
CCOC(=O)c1nn(-c2ccc(C)cc2)c(=O)cc1OCC(=O)Nc1cccc(OC)c1	9	-20%	-5%	2%	-8	-10	-29%	-3%	2%
CN(CC(=O)Nc1ccc(OC(F)(F)F)cc1)C(=O)Cc1cccs1	16	2%	6%	4%	-4	-2	-8%	-15%	-8%
O=C(N/N=C/C=C/c1ccco1)/C(=C/c1ccccc1)NC(=O)c1ccccc1	-12	-2%	-9%	0%	5	-5	-9%	0%	5%
Cc1c(Cc2ccccc2)sc(NC(=O)C(C)(C)C)c1C(N)=O	0	-9%	?	21%	1	1	1%	?	-14%
Cc1nnc(NC(=O)CSc2nc(CC(C)C)nc3c2c(=O)n(C)c(=O)n3C)s1	15	2%	-4%	0%	5	4	7%	-26%	21%
Cc1ccc(CN(CC2CCCO2)C(=O)CN2C(=O)C(C(C)C)Oc3ccccc32)o1 (centres undefined)	-15	-1%	?	0%	2	11	-21%	-10%	3%
O=C(NC1CC1)c1cccc(NC(=O)C2CCCC2)c1	-3	13%	-2%	2%	12	-2	10%	0%	0%
Cc1cc(NC(=O)c2c(-c3c(F)cccc3Cl)noc2C)no1	11	-3%	-5%	0%	-1	1	-10%	-3%	0%
COc1ccc(C(=O)NC2CCN(C(=S)Nc3cccc(C)c3C)CC2)cc1	19	21%	-11%	8%	2	2	6%	6%	11%
COC(=O)Cc1nnc(NC(=O)C(C)C)s1	41	-7%	-26%	-7%	0	-12	-6%	8%	3%
COc1ccc(NC(=O)/C(=C/c2cccnc2)NC(=O)c2cccs2)cc1	2	-3%	-28%	-7%	-2	1	19%	16%	18%
CN(C)CCN(C(=O)C1CCCCC1)c1nc2cc3c(cc2s1)OCO3	-6	-14%	?	5%	-23	-7	-11%	-13%	-4%
O=C(CSc1ccccc1[N+](=O)[O-])NC1CCS(=O)(=O)C1 (centres undefined)	28	4%	-2%	?	1	8	2%	20%	16%
CCOC(=O)C(c1ccccc1)C(Nc1ccc(F)cc1)c1ccccn1 (centres undefined)	15	-6%	-14%	-7%	-3	24	-15%	?	-12%
O=C(NCCCn1ccnc1)c1ccccc1F	9	12%	?	-4%	1	-1	27%	15%	22%
CCCCCOC(=O)NCCOC(=O)Nc1ccc(C(=O)OCC)cc1	-27	-10%	6%	18%	-1	45	-10%	16µM*	0%
COC(=O)c1cc(C(=O)OC)cc(N2C(=O)CC(N3CCN(c4ccccc4)CC3)C2=O)c1 (centres undefined)	-7	8%	-9%	-4%	0	?	7%	0%	7%
O=C(CSc1ccc(-c2nc3ccccc3[nH]2)cn1)N1CCN(C(=O)c2ccco2)CC1	8	-3%	-17%	-16%	13	-15	17%	-1%	-10%
Cn1c(-c2ccccc2)cc2onc(-c3ccccc3)c2c1=O	-8	-2%	1%[9.22 µM]	-6%	0	-69*	-6%	-14%	0%
O=S(=O)(NCC1CCCO1)c1cnc(Cl)c(Cl)c1 (centres undefined)	-66*	-6%	6%	-1%	-8	2	-12%	-14%	9%
Cc1ccc(C(CC(=O)Nc2ccc(C)cc2C)N2Cc3ccccc3C2=O)cc1 (centres undefined)	·	·	·	-7%	-5	·	·	0%	?
CC1CC(C)CN(S(=O)(=O)c2ccc(Oc3ccc([N+](=O)[O-])cc3)cc2)C1 (centres undefined)	7	8%	-7%	-4%	2	?	2%	13µM*	?
COc1ccc(/C=C/C(=O)OCC(=O)c2c(C)[nH]c3ccccc23)cc1OC	-16	13%	-11%	3%	-4	-22	7%	6%	15%
Cc1cc(=O)oc2cc(OCCSCCN3CCCC3)ccc12	-16	3%	-9%	0%	-19	-3	0%	-13%	-1%
CCn1ccc(C(=O)Nc2ccccc2Cl)n1	-8	0%	?	-5%	-10	-96*	-2%	-4%	-1%
CC(=O)Nc1nc(C2CC2)cc(-c2ccccc2)c1C#N	-15	0%	-16%	19%	-4	6	-12%	-12%	-6%
COc1cccc(NC(=O)C(=O)NCCc2ccc(F)cc2)c1	-9	7%	0%	5%	2	-6	17%	-11%	2%
COC(=O)C1=C(N)Oc2c(oc(CO)cc2=O)C1c1ccc(F)cc1 (centres undefined)	-11	4%	-4%	-6%	8	19	8%	17%	11%
Cn1nc(C(=O)NNC(=O)CCOc2ccc(C(C)(C)C)cc2)c2ccccc2c1=O	25	-9%	-9%	9%	5	-4	-21%	?	13%
O=C1c2cc(S(=O)(=O)N(CCO)CCO)ccc2-c2ccc(S(=O)(=O)N(CCO)CCO)cc21	5	-1%	-15%	0%	-1	1	-13%	24%	11%
O=[N+]([O-])c1c(NCCO)cc(Sc2nc3ccccc3s2)c2nonc12	-1	5.6µM*	?	-20%	-41	-81*	3.2µM*	-3%	-1%
COc1ccc(N2CC(C(=O)Nc3ccc(F)cc3F)CC2=O)cc1 (centres undefined)	2	-1%	-2%	7%	-7	0	-3%	10%	-9%
COc1ccccc1NC1SC(=O)N(c2ccccc2)C1=O (centres undefined)	1	-4%	-1%	-3%	1	0	3%	0%	0%
COc1ccc(COn2c(=O)c(C)[n+]([O-])c3ccccc32)cc1OC	-3	0%	-4%	9%	0	25	2%	-15%	14%
O=C(CSc1nc2ccccc2s1)Nc1ccc(Cl)c(C(=O)O)c1	34	16%	-121%[inhibitor]	-7%	5	11	2%	?	17%
CCc1nc2ccc(C(=O)NCCCn3ccnc3)cn2c1N(CC)C(=O)NCCc1ccccc1	-12	3%	·	7%	-2	0	0%	4%	0%
Cc1ccc(SC(C)C(=O)O/N=C(\N)c2ccncc2)cc1 (centres undefined)	23	1%	-6%	5%	2	-8	-11%	-16%	-4%
